High-throughput results as filed in PubChem.
AddAB inh: growth inhibition of E. coli expressing H. pylori AddAB, primary screen, AddAB inhibitor project, absorbance; inhibition, % at 11.9 µM; 330,000 compounds, 0.29% hits; AID 435030, 2010; in the data active means inhibition above about 12%;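 further: 0% = vehicle wells of infected cells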
E coli growth: E. coli V3065 growth inhibition, primary screen, counter-screen for AddAB inhibitor project, absorbance, OD600; 18 h; inhibition, % at 11.9 µM; 330,000 compounds, 0.27% hits; AID 449728, 2010;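 active means inhibition above the campaign's mean inhibition across all tested compounds plus 3 SD, cut at about 9.9% in these data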;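 further: uninfected addAB+ strain grown without phage in ampicillin broth; 0% = DMSO wells and 100% = ciprofloxacin 0.95 µg/ml wells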
HTR5A inv ctr: HTR5A inverse agonists in luminescence cell assay, primary screen, counter-screen for OPRM1-OPRD1 heterodimer inverse agonist project, full-deck HTS; 5-hydroxytryptamine receptor 5A (Homo sapiens), P47898; HTR5A cell line, inverse agonism; inhibition, % at 9.3 µM; 340,000 compounds, 0.083% hits; in the data active means inhibition mostly above about 23%, no sharp cut-off; inactive means mostly below about 18%;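 further: 0% = cells with DMSO and 100% = no-cell wells with DMSO; some compounds called inactive have numbers as strong as hits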
Mot1-301 SUMO: yeast Mot1-301 growth rescue at high temperature, primary screen, SUMOylation pathway inhibitor project, S. cerevisiae, ATP luminescence, 38.5C; S. cerevisiae Mot1-301 growth rescue; percent above DMSO median, 100 means doubled; growth rescue, % at 18.8 µM; 320,000 compounds, 1% hits; AID 2716, 2010;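 active means every valid replicate shows activation above 250% relative to neutral control wells; inactive means the rest, any valid replicate at or below 250%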;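 further: OY570 slx delta 5 strain wells were the positive control but not used for scaling; some compounds called inactive have numbers as strong as hits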
MOR-DOR ag: agonists of OPRM1-OPRD1 heterodimerization, primary screen, cell-based, luminescence; 340,000 compounds, 0.3% hits; AID 504326, 2011; cells; activation, % at 9.3 µM; in the data active means activation above about 18%;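 further: 0% = vehicle-treated cells and 100% = reference agonist; values of inactives mirror those of a sister screen read the other way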
Target sequence (P35372 whole entry, looked up): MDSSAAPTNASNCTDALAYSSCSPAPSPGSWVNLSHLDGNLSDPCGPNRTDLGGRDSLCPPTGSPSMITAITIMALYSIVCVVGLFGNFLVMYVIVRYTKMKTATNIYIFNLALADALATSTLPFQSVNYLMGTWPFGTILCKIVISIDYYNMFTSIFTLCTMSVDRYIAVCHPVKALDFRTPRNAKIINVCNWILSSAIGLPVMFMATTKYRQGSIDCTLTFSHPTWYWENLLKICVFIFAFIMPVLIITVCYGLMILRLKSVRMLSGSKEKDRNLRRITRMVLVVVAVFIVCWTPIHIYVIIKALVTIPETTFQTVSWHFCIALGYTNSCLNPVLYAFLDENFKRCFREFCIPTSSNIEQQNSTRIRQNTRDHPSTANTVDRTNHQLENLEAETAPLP
Target sequence (P41143 whole entry, looked up): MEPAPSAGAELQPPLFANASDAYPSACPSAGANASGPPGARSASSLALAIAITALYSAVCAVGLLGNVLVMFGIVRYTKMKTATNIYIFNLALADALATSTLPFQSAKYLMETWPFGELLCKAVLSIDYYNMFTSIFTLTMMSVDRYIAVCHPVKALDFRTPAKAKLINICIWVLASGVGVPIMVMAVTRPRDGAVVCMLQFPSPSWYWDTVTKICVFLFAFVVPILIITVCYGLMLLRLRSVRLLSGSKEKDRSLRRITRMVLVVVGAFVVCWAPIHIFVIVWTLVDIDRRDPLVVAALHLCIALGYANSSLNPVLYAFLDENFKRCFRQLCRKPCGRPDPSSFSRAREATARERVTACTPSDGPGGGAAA
PKA-R1A activ: activators of PKA-R1A holoenzyme, primary screen, biochemical, fluorescence polarization, Cy5-IP20, bovine R1A, mouse PKAc | AID 504707, 2011 | activation, % at 11.4 µM | PKA-R1A dissociation; scaled: DMSO 0%, 113 µM cGMP 100% | 340,000 compounds, 0.083% hits | cAMP-dependent protein kinase type I-alpha regulatory subunit (Bos taurus) + …;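 active means percent activation above the mean of all tested compounds plus 3 SD, cut at about 19% in these data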;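 further: higher means more PKAc released from R1A so a rise in polarization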
HTR5A ag ctr: HTR5A agonists in luminescence cell assay, primary screen, counter-screen for OPRM1-OPRD1 heterodimer agonist project, full-deck HTS | 5-hydroxytryptamine receptor 5A (Homo sapiens), P47898 | cell-based | activation, % at 9.3 µM | 340,000 compounds, 0.61% hits | AID 504692, 2011; in the data active means activation mostly above about 9.5%, no sharp cut-off; inactive means mostly below about 7.6%;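 further: 0% = cells with vehicle only and 100% = reference agonist; strong numbers were not always called active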
OPRM1-OPRD1 inv: inverse agonists of MOR-DOR heterodimerization, primary screen, cell-based, luminescence | cell-based MOR-DOR heterodimer luminescence, inverse agonism | inhibition, % at 9.3 µM | 340,000 compounds, 0.21% hits; in the data active means inhibition above about 22%, passing the limit was not always enough;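 further: 0% = cells with DMSO and 100% = wells without cells with DMSO; values of inactives mirror those of a sister screen read the other way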
Pemphigus Ab inh: inhibitors of pemphigus antibody binding to DSG3, primary screen, biochemical, bead-based, flow cytometry, scFv-GFP; DSG3-coupled beads, scFv-anti-DSG3-GFP binding; active compounds read low; Desmoglein-3 (Homo sapiens), P32926; binding (percent of control), % at 10 µM; 310,000 compounds, 0.48% hits;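 active means binding more than 3 SD below its plate's average and above zero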;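 further: hits lower antibody fragment binding to DSG3; some compounds called inactive have numbers as strong as hits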
phage Ecoli inh: growth loss of phage-infected E. coli, primary screen, RecBCD inhibitor project, absorbance, with phage, HTS; AID 651602, 2012; 360,000 compounds, 0.26% hits; inhibition, % at 11.9 µM; in the data active means inhibition above about 11%
PfHsp90 yeast 2: growth inhibition of PfHsp90-expressing yeast, primary screen, antimalarial PfHsp90 inhibitor project, S. cerevisiae, BacTiter-Glo luminescence, single point, set 2; inhibition, % at 9.4 µM; BacTiter-Glo ATP, 48 h; yeast lacking PDR1 and PDR3 efflux regulators; 310,000 compounds, 0.32% hits;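 active means every replicate shows inhibition above about 80%, whatever the replicate mean, limit read from the data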;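 further: 0% = DMSO neutral controls and 100% = 20 µM radicicol positive controls; yeast relying on Plasmodium falciparum Hsp90 in place of its own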
* marks the source's active call; other numbers are inactive results; i = inactive; . = not tested or not shown. Hits appear at their usual frequency; overall some 3.2% were active at least once.

The line under a structure holds: AddAB inh	E coli growth	HTR5A inv ctr	Mot1-301 SUMO	MOR-DOR ag	PKA-R1A activ	HTR5A ag ctr	OPRM1-OPRD1 inv	Pemphigus Ab inh	phage Ecoli inh	PfHsp90 yeast 2
1) CCNc1nc(NCC)nc(N(C)/N=C/c2ccco2)n1
 : -0.3	-1.0	3	-4	-2.4	-1	-1	11	98	-0.6	2
2) O=C(Nc1ccccc1)c1ccsc1
 : 0.9	-1.6	-5	5	-2.4	-8	2	15	99	6.1	22
3) CCCSc1ccc([C@@H]2[C@H]3C(=O)N(CC)C(=O)[C@H]3[C@]3(C(=O)OC)CCCCN23)cc1
 : 1.3	-1.2	-6	20	-1.9	-1	-1	10	228	0.3	.
4) O=C(NNC(=S)Nc1ccc(Cl)c(Cl)c1)c1cccc([N+](=O)[O-])c1
 : 1.6	-3.3	.	-9	.	.	.	.	96	-2.8	.
5) COCCNC(=O)C(C)N(c1ccc(Oc2ccccc2)cc1)S(C)(=O)=O (configuration not stated)
 : -0.8	3.9	21	-5	-6.0	-6	-9	29	101	2.8	-9
6) COc1ccc(C2C=C(c3ccc(Br)cc3)Nc3nc(N4C(=O)CCC4=O)nn32)cc1 (configuration not stated)
 : 2.8	2.2	13	46	-0.2	-4	4	1	106	1.4	-17
7) Cc1nn(-c2ccc(F)cc2)c(Cl)c1/C=C/C(=O)OCC(=O)Nc1c(F)c(F)c(F)c(F)c1F
 : 0.9	0.2	13	i	-3.0	6	8	15	84	5.3	-13
8) O=C(Nc1nnc(C2CC2)s1)C1Cc2ccccc2CN1S(=O)(=O)c1cccs1 (configuration not stated)
 : -1.3	-4.7	-18	47	2.0	-6	0	-9	115	0.9	12
9) COc1ccc(OC)c(C2=NO[C@@H]3C(=O)N(c4cc(Cl)ccc4OC)C(=O)[C@H]23)c1
 : 1.9	-0.7	7	-10	-3.5	-3	-1	21	.	3.1	23
10) O=C(CCNS(=O)(=O)c1ccc(Br)cc1)NC1CCN(Cc2ccccc2)CC1
 : 1.6	0.4	3	-3	-0.6	-15	-1	3	107	1.6	11
11) Cc1ccccc1S(=O)(=O)c1cc2ccccc2nc1N
 : 0.1	-1.9	-8	.	1.6	-13	3	-8	117	0.3	.
12) CCCC(=O)Nc1ccc(NC(=O)C2CC2)cn1
 : 0.5	-3.0	-6	9	-1.3	-2	-1	6	101	0.8	7
13) CCOc1ccc2nc(SCCNS(=O)(=O)c3ccccc3)sc2c1
 : 1.4	0.0	-17	20	2.9	-4	0	-16	117	1.7	-37
14) CCOC(=O)C1=C(C)N(C)C(C)=C(C(=O)OCC)C1c1cccnc1
 : 1.1	-0.9	-6	.	-1.4	14	-3	8	100	0.3	4
15) N#CC(c1ccc(Cl)cc1)c1ccc(Cl)nn1 (configuration not stated)
 : -0.6	0.8	5	1	-1.8	-7	0	11	101	4.0	-7
16) COc1ccc(S(=O)(=O)N(C)C)cc1NC(=O)Cc1c[nH]c2ccccc12
 : 0.9	-0.2	8	-5	-0.2	-17	-3	1	95	1.1	31
17) O=C(CCS(=O)(=O)c1ccc(Br)cc1)NCCC1=CCCCC1
 : 0.3	-0.9	19	0	-2.9	-12	-1	15	76	1.7	-29
18) CC1CCCN(c2ccc(C(=O)Nc3cccnc3)cc2[N+](=O)[O-])C1 (configuration not stated)
 : 0.4	2.4	-12	36	2.7	-5	3	-15	111	0.7	-14
19) CCOC(=O)C(=O)c1csc(NC(=O)CCSc2ccc(C)cc2)n1
 : -2.5	1.9	10	10	-1.0	-14	5	5	97	3.2	13
20) Cc1sc(NC(=O)CCS(=O)(=O)c2ccccc2)c(C#N)c1C
 : -0.6	2.8	-4	1	-0.8	-6	0	5	107	3.8	.

Further results follow:
The line under a structure holds: AddAB inh	E coli growth	HTR5A inv ctr	Mot1-301 SUMO	MOR-DOR ag	PKA-R1A activ	HTR5A ag ctr	OPRM1-OPRD1 inv	Pemphigus Ab inh	phage Ecoli inh	PfHsp90 yeast 2
21) COCCNC(=S)NN=C1CCC(c2ccccc2)CC1 (configuration not stated)
 : 1.7	-1.3	-3	-22	-3.0	3	1	15	117	2.6	.
22) O=c1c2ccccc2c2ccccc2c(=O)n1CC1CCCO1 (configuration not stated)
 : 4.3	0.3	1	13	0.1	3	0	-1	107	-1.9	-1
23) O=C(Cn1c(=O)oc2ccccc21)Nc1ccc2c(c1)OCCO2
 : 0.9	-1.2	4	-9	-3.5	1	0	19	98	2.3	-16
24) O=C(OCC(=O)c1ccc[nH]1)c1ccccc1
 : 1.0	1.8	-28	114	-1.5	-2	-1	8	87	-1.1	4
25) Cc1cccc(N2CCN(C(=O)CN3C(=O)NC(C)(C4CC4)C3=O)CC2)c1C (configuration not stated)
 : .	.	-1	.	0.2	4	0	-1	94	-1.5	-8
26) COc1cccc(CNC(=O)c2ccc(CS(=O)(=O)Cc3ccc(C)cc3)o2)c1
 : 2.6	0.1	-10	-4	-1.0	-5	4	5	99	0.5	22
27) O=C(Cc1ccc(NC(=O)C2CCCN(C(=O)C3CCCC3)C2)cc1)Nc1cccc(C(=O)N2CCCCC2)c1 (configuration not stated)
 : .	.	-23	.	-2.9	-9	7	14	97	2.8	0
28) O=C(Oc1cccc2c(O)cccc12)c1ccco1
 : .	.	13	.	5.4	-11	-3	-26	111	1.1	-5
29) CCc1ccc(/C(C)=N/NC(=O)CNC(=O)/C=C/c2ccccc2OC)cc1
 : 2.9	-0.8	21	35	2.1	-8	-8	-16	.	0.5	11
30) O=C(NCc1ccc(F)cc1)C(c1ccccc1)c1ccccc1
 : 2.2	0.0	8	12	0.0	4	-2	0	106	0.3	5
31) O=C(CCn1cnc2ncccc2c1=O)N1CCN(c2cccc(Cl)c2)CC1
 : 0.3	-0.2	-13	-34	-2.1	-8	4	11	.	-0.6	-1
32) CN(c1ccccc1)S(=O)(=O)c1cccc(NC(=O)COC(=O)C2CCCCC2)c1
 : 2.5	2.1	0	-17	3.7	7	0	-19	96	3.2	24
33) Cc1ccc(C)c(CSc2nnc([C@@H]3CCCN3)o2)c1
 : -1.3	-3.1	8	19	-1.1	3	-5	6	115	3.2	-12
34) COc1ccc(CNC(=O)CN2C(=O)NC(c3ccccc3)(c3ccccc3)C2=O)cc1OC
 : .	.	15	.	-3.7	7	-6	14	100	0.9	7
35) CCOCCn1c(CN(Cc2ccccc2)Cc2ccccc2)nc2c1c(=O)n(C)c(=O)n2C
 : -1.2	0.6	-31	8	4.8	10	3	-28	105	1.6	-12
36) O=C(CN1CCOCC1)N1CCc2ccccc2C(c2ccccc2)C1 (configuration not stated)
 : 2.4	-0.6	-8	0	-2.9	5	3	14	106	3.6	-12
37) COc1ccc(C(C(=O)NCC2CCCO2)N(C(=O)CNC(=O)c2cccs2)c2ccc(C)cc2)cc1OC (configuration not stated)
 : 0.2	-1.1	4	-2	-2.3	-11	-1	13	97	4.1	-5
38) CNC(=O)c1sc(N2N=C3/C(=C\c4ccccc4)CCCC3C2c2ccccc2)nc1C (configuration not stated)
 : .	.	0	.	-1.5	-5	0	7	101	-1.8	.
39) COc1ccc(S(=O)(=O)N(CC(=O)N2CCN(C)CC2)c2ccccc2)cc1OC
 : 0.2	-1.2	-1	-2	-1.4	-8	0	7	90	1.2	7
40) COC(=O)[C@@]1(Cc2ccc(OC)cc2)[C@H]2c3cc(C(=O)N(C)C)n(Cc4c(CO)[nH]cc(C)c4=O)c3C[C@H]2CN1C(=O)c1ccccc1
 : 0.2	0.0	-4	-9	-2.7	4	1	16	100	-0.3	1

(listing goes on)
The line under a structure holds: AddAB inh	E coli growth	HTR5A inv ctr	Mot1-301 SUMO	MOR-DOR ag	PKA-R1A activ	HTR5A ag ctr	OPRM1-OPRD1 inv	Pemphigus Ab inh	phage Ecoli inh	PfHsp90 yeast 2
41) O=C(CN1C(=O)NC2(CCCCCCC2)C1=O)NCc1ccc(F)cc1
 : 1.0	-0.6	-12	9	-2.5	-9	1	10	97	2.0	12
42) O=C1CSC(=Nc2cccc(Cl)c2Cl)N1Cc1cccnc1
 : 1.2	3.4	-3	41	-2.1	-1	4	11	105	0.5	9
43) COc1ccccc1OCCSc1nnnn1-c1ccc(C)cc1
 : 1.7	-1.7	-1	-2	-0.9	-15	0	5	96	3.3	-17
44) COCCCNC(=O)c1ccccc1N(Cc1ccccc1)S(=O)(=O)c1ccc(OC)cc1
 : -0.5	-2.2	-3	-1	-2.9	2	1	15	108	2.7	-5
45) Cc1ccc(P(=O)(CC(=O)O)c2ccc(C)cc2)cc1
 : 0.2	-2.9	-8	-6	-1.6	-7	3	8	93	3.2	.
46) C=CCN(c1ccccc1Cl)S(=O)(=O)c1cccc(C(=O)NCCc2ccc(OC)cc2)c1
 : -0.3	-1.0	-17	8	2.0	-4	6	-10	98	5.7	9
47) Cc1ccc(C)c(Nc2nc3ccccc3n3cnnc23)c1
 : 0.0	-0.8	-7	1	0.7	3	2	-4	94	-1.9	-17
48) CCCCn1c(O)c(N=Nc2ccccc2O)c2ccccc21
 : 5.7	4.8	15	-1	3.0	0	1	-17	114	2.2	3
49) CC1CCN(C(=O)c2[nH]cnc2C(=O)N(C)Cc2ccccc2)CC1
 : -0.8	-1.1	-14	4	-1.5	11	3	8	101	3.2	-5
50) CCCN(C(=O)c1cn(-c2ccccc2)nc1-c1ccc(OC)cc1)C1CCS(=O)(=O)C1 (configuration not stated)
 : 3.0	1.4	0	-11	4.2	0	0	-27	103	-0.1	-20
51) CC(C)C1C(C#N)=C(N)Oc2n[nH]c(-c3ccccc3)c21 (configuration not stated)
 : 2.4	-0.5	16	59	-1.1	1	3	4	102	0.8	-5
52) CCn1c(SCC(N)=O)nc2sc3c(c2c1=O)CCCC3
 : -1.0	-2.2	4	-1	-0.4	-3	1	3	99	2.6	21
53) O=C(c1cccc(S(=O)(=O)Nc2ccc(F)cc2)c1)N1CCOCC1
 : 0.1	-2.5	0	14	-3.0	0	0	12	103	2.5	-15
54) Cc1csc2c(=O)n3c(nc12)CCCCC3
 : 0.1	0.4	22	-7	-1.8	0	-2	10	101	1.2	.
55) CCOc1ccc(S(=O)(=O)Nc2ccc(C(=O)NCC(c3ccc(OC)cc3)N3CCOCC3)cc2)cc1 (configuration not stated)
 : 2.0	-0.3	-23	-9	-3.4	-2	8	14	114	0.0	4
56) COc1cc(OC)cc(-c2c(C#Cc3ccsc3)c3cc(-c4ccc5c(c4)OCO5)ccc3n2C)c1
 : -2.0	-0.3	6	-9	-0.9	8	1	5	97	2.7	10
57) Cc1ccc(CNC(=O)c2nn(C)c(C)c2[N+](=O)[O-])cc1
 : 0.0	-0.4	-2	1	-1.1	-5	1	6	102	1.7	34
